Screens deposited in PubChem by several laboratories.
SUMO Mot1 rescue – inhibitors of SUMOylation pathway: yeast Mot1-301 growth rescue | S. cerevisiae Mot1-301 growth rescue, ATP luminescence, 38.5C; percent above DMSO median, 100 means doubled | growth rescue, % at 18.8 µM | hit rate 1% among 320,000;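 active = every valid replicate shows activation above 250% relative to neutral control wells; inactive = the rest, any valid replicate at or below 250%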;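 note: OY570 slx delta 5 strain wells were the positive control but not used for scaling; some compounds called inactive have numbers as strong as hits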
Arrestin-AP2 inh – blocks beta-arrestin peptide binding to AP2 adaptin; FITC-arrestin peptide / GST-AP2 beads, flow cytometry; AP2 beta2 appendage carries R879A mutation; inhibition, % at 10 µM; hit rate 0.31% among 340,000; AID 504490;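 active = inhibition above a set limit, near 3 SD of compounds lacking own fluorescence, cut at about 54% in these data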;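 note: plate controls were DMSO wells for no effect and 5 µM unlabelled arrestin peptide for full effect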
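Measured by: flow cytometry, FL1 (488/535 nm); Material: AP2 appendage R879A on GSH beads; Evaluation: percent response; Timing: pre-incubation 12 min, peptide binding 1 h, room temperature; Also added: 50 nM FITC-arrestin peptide; Medium: PBS with 0.05% Tween 20 and 0.1% BSA.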
dFosB act – mouse delta FosB homodimer activation; activation, % at 25 µM; hit rate 0.99% among 340,000; AID 493131; purified delta FosB, TAMRA-CDK5 oligo fluorescence polarization; percent of positive-control signal above neutral wells; P13346;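 active = mean activation above about 17%, with every replicate also reaching it, limit read from the data, passing the limit was not always enough; inconclusive = only one of the two conditions met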;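 note: fluorescence polarization rise as delta FosB binds a TAMRA Cdk5 AP-1 oligo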
Target sequence (P13346 whole entry, looked up): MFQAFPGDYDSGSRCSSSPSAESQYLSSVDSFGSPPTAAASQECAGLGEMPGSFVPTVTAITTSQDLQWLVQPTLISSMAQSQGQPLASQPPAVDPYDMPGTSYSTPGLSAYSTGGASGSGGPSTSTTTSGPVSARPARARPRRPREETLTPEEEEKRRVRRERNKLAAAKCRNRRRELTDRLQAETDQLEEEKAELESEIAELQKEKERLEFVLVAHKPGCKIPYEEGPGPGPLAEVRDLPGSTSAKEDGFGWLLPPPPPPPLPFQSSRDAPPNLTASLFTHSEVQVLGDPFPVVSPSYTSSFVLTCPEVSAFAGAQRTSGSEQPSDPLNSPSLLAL
SR-BI HDL uptake – mouse SR-BI HDL lipid transfer inhibition. Q61009. inhibition, % at 12.5 µM. ldlA[mSR-BI] CHO cells, DiI-HDL uptake fluorescence, 3 h. AID 488896. hit rate 0.96% among 320,000;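 active = mean replicate inhibition of at least 70% and a set share of replicates each scoring 70 or more; inconclusive = meets just one of the two criteria; inactive = fails both criteria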;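 note: 0% = median of neutral control wells and 100% = median of positive control wells; values of inactives mirror those of a sister screen read the other way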
Pemphigus Ab inh – human desmoglein-3 autoantibody binding inhibition; P32926; DSG3-coupled beads, scFv-anti-DSG3-GFP binding, flow cytometry; hits give low values; binding (percent of control), % at 10 µM; hit rate 0.48% among 310,000;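 active = binding more than 3 SD below its plate's average and above zero; inconclusive = below that plate limit but binding exactly zero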;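 note: hits lower antibody fragment binding to DSG3; some compounds called inactive have numbers as strong as hits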
PKA-R2B activ – PKA-R2B complex activation; P22694+P31323; activation, % at 11.4 µM; PKA-R2B holoenzyme dissociation, Cy5-IP20 fluorescence polarization; R2B truncated from residue 108, S112A mutant; 0% DMSO only, 100% 113 µM cGMP; hit rate 0.079% among 340,000;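 active = activation above a cutoff set at the mean over all compounds plus 3 SD, cut at about 18% in these data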;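 note: higher means more holoenzyme dissociation and a rise in polarization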
CDK5 inh – inhibitors of human CDK5/p35 kinase; Q00535+Q15078; AID 488839; inhibition, % at 10 µM; Recombinant CDK5/p35, ADP-Glo luminescence, 60 min; hit rate 0.01% among 330,000;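 active = highest replicate inhibition of at least 50% and at least 75% of replicates reaching 50%; inconclusive = only one of the two criteria met; inactive = both criteria failed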;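 note: plate controls were DMSO neutral control for no effect and GW8510 at 10 µM for full effect; many of its hits are not listed in these tables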
Target sequence (Q00535 whole entry, looked up): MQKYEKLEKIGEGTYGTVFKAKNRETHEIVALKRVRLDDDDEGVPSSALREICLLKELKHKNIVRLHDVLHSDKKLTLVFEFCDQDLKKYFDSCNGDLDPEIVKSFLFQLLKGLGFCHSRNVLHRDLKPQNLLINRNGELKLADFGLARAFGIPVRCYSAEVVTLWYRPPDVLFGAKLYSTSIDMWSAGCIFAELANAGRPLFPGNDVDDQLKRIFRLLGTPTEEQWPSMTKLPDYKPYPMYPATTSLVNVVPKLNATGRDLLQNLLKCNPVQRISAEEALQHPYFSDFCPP
Target sequence (Q15078 whole entry, looked up): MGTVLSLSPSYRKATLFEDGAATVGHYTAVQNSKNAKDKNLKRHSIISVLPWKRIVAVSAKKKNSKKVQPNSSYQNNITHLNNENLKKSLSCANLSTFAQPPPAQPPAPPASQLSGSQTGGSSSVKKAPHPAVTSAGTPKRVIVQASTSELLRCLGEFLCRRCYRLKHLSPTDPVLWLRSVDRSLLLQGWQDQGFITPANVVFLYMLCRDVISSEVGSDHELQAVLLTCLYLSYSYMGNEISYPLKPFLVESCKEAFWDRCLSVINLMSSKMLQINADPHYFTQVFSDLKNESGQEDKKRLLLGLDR
NSD2 HMT inh – NSD2 (human) methyltransferase inhibition | O96028 | NSD2 peptide methylation, AlphaScreen, 120 min | inhibition, % at 12.5 µM | hit rate 0.54% among 310,000; in the data active = inhibition above about 50%
PKA-R1A activ – PKA-R1A complex activation. hit rate 0.083% among 340,000. activation, % at 11.4 µM. AID 504707. PKA-R1A dissociation, Cy5-IP20 fluorescence polarization; scaled: DMSO 0%, 113 µM cGMP 100%. P00514+P68181;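 active = percent activation above the mean of all tested compounds plus 3 SD, cut at about 19% in these data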;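 note: higher means more PKAc released from R1A so a rise in polarization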
SR-BI DiI-HDL act – SR-BI HDL lipid transfer activation; CHO ldlA[mSR-BI] cells, DiI-HDL uptake fluorescence, 3 h; 100 = double the neutral-control signal; activation, % at 12.5 µM; hit rate 0.096% among 320,000;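 active = mean replicate activation of at least 60% and every replicate at or above 60%; inconclusive = mean or all-replicate condition met, but not both; inactive = mean below 60% and not all replicates reaching 60%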;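 note: 0% = median plate neutral-control signal and 100% = twice that signal; values of inactives mirror those of a sister screen read the other way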
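Test system: SR-BI-overexpressing, LDLR-lacking CHO cells; Also added: labelled HDL, 10 µg/mL; Measured by: bottom-read cell fluorescence after medium removal, ex 550/em 595 nm; Timing: 3 h uptake period with compound, 37 °C; Buffer or medium: F12, 0.5% BSA, 25 mM HEPES; Doses: single compound concentration, delivered by pin transfer.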
MITF TRPM1 HTS – MITF TRPM1 promoter activation in melanoma cells. SK-MEL-5 TRPM1-promoter luciferase, 24 h; % of positive control, neutral wells = 0. activation, % at 12.5 µM. hit rate 0.75% among 300,000. AID 588334;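 active = mean activation of at least 80% with every replicate also reaching 80%; inconclusive = mean reaches 80% but some replicate falls short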;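 note: 0% = neutral control wells and 100% = parthenolide positive control wells; values of inactives mirror those of a sister screen read the other way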
* hit, by the source's call.

Screening NC(=O)CC(NC(=O)Cc1cccc2ccccc12)c1ccc(N2CCC(N3CCCCC3)CC2)c([N+](=O)[O-])c1 (stereo not drawn) returned SUMO Mot1 rescue 51, Arrestin-AP2 inh 9, dFosB act -11, SR-BI HDL uptake -9, Pemphigus Ab inh 102, PKA-R2B activ 0, CDK5 inh 0.0, PKA-R1A activ -9, SR-BI DiI-HDL act 9 and MITF TRPM1 HTS 17.
For Cc1ccnc(Cc2ccccc2)n1 the results were SUMO Mot1 rescue 21, Arrestin-AP2 inh 40, dFosB act 1, SR-BI HDL uptake -23, Pemphigus Ab inh 101, PKA-R2B activ -3, CDK5 inh 0.5, NSD2 HMT inh 0, PKA-R1A activ 6, SR-BI DiI-HDL act 23 and MITF TRPM1 HTS 3.
CCCCCCS(=O)Cc1ccccc1 (stereo not drawn) was read as SUMO Mot1 rescue 7, Arrestin-AP2 inh 24, dFosB act 7, SR-BI HDL uptake -1, Pemphigus Ab inh 88, PKA-R2B activ 5, CDK5 inh -0.7, NSD2 HMT inh -2, PKA-R1A activ 0, SR-BI DiI-HDL act 1 and MITF TRPM1 HTS 5.
For COc1ccc(C)cc1-n1nnnc1SCC(=O)NNC(=O)c1ccc([N+](=O)[O-])cc1 the results were SUMO Mot1 rescue 261, Arrestin-AP2 inh -16, dFosB act -9, SR-BI HDL uptake 23, Pemphigus Ab inh 97, PKA-R2B activ -7, CDK5 inh -0.2, NSD2 HMT inh 3, PKA-R1A activ 7, SR-BI DiI-HDL act -23 and MITF TRPM1 HTS -2.
Screening CC(C(=O)O)N1C(=O)C2C3CC(C2C1=O)C1C(c2ccccc2)c2sc(=O)[nH]c2SC31 (stereo not drawn) returned SUMO Mot1 rescue -17, Arrestin-AP2 inh 22, dFosB act -3, SR-BI HDL uptake -27, Pemphigus Ab inh 102, PKA-R2B activ -2, CDK5 inh 0.7, NSD2 HMT inh -1, PKA-R1A activ 4, SR-BI DiI-HDL act 27 and MITF TRPM1 HTS 1.
`O=[N+]([O-])c1ccc(S(=O)(=O)N2CCC3(CC2)OCCN3S(=O)(=O)c2cccs2)cc1` gave SUMO Mot1 rescue -6, Arrestin-AP2 inh 0, dFosB act -1, SR-BI HDL uptake -17, Pemphigus Ab inh 105, PKA-R2B activ -6, CDK5 inh -1.0, NSD2 HMT inh 12, PKA-R1A activ -5, SR-BI DiI-HDL act 17 and MITF TRPM1 HTS -13.
`COc1cc(/C=C/C(=O)O)cc(S(=O)(=O)Nc2ccc3nc(SC)sc3c2)c1OC` gave SUMO Mot1 rescue -21, Arrestin-AP2 inh -13, dFosB act 0, SR-BI HDL uptake 1, Pemphigus Ab inh 105, PKA-R2B activ -3, CDK5 inh -0.6, NSD2 HMT inh -1, PKA-R1A activ -12, SR-BI DiI-HDL act -1 and MITF TRPM1 HTS 12.
CC12CCC(C(=O)N(CCCCN3CCN(c4ccccn4)CC3)C1=O)C2(C)C (stereo not drawn) was read as SUMO Mot1 rescue 18, Arrestin-AP2 inh -13, dFosB act -6, SR-BI HDL uptake 15, Pemphigus Ab inh 99, PKA-R2B activ 0, CDK5 inh 1.1, NSD2 HMT inh -1, PKA-R1A activ -4, SR-BI DiI-HDL act -15 and MITF TRPM1 HTS 0.
`COc1ccc(CNC(=O)c2ccc(-c3ccccc3)cc2)cc1` gave SUMO Mot1 rescue 13, Arrestin-AP2 inh 10, dFosB act 2, SR-BI HDL uptake -16, Pemphigus Ab inh 106, PKA-R2B activ 3, CDK5 inh 1.7, NSD2 HMT inh -4, PKA-R1A activ 3, SR-BI DiI-HDL act 16 and MITF TRPM1 HTS 56.
Screening C#CC(C)(C)NC(=O)c1ccc(-c2ccccc2F)cc1 returned SUMO Mot1 rescue 378, Arrestin-AP2 inh 20, dFosB act -6, SR-BI HDL uptake 30, PKA-R2B activ -1, CDK5 inh 1.1, NSD2 HMT inh 14, PKA-R1A activ -8, SR-BI DiI-HDL act -30 and MITF TRPM1 HTS 66.
O=C(NCCCNC(=O)c1ccc(Cl)cc1Cl)c1cnccn1 was read as SUMO Mot1 rescue 5, Arrestin-AP2 inh -3, dFosB act -10, SR-BI HDL uptake -7, Pemphigus Ab inh 103, PKA-R2B activ 6, CDK5 inh 1.9, NSD2 HMT inh -8, PKA-R1A activ -8, SR-BI DiI-HDL act 7 and MITF TRPM1 HTS 7.
For COc1ccc2[nH]c3c(c2c1)CCNC3(C)CCc1ccc(Cl)nc1 (stereo not drawn) the results were SUMO Mot1 rescue -4, Arrestin-AP2 inh 5, dFosB act -7, SR-BI HDL uptake -16, Pemphigus Ab inh 97, PKA-R2B activ -6, CDK5 inh 1.4, NSD2 HMT inh 6, PKA-R1A activ -5, SR-BI DiI-HDL act 16 and MITF TRPM1 HTS 5.
`CC(=O)N1CCC(C(=O)Nc2ccc(S(=O)(=O)N3CCCCC3)cc2)CC1` gave SUMO Mot1 rescue 0, Arrestin-AP2 inh 6, dFosB act 1, SR-BI HDL uptake -24, Pemphigus Ab inh 94, PKA-R2B activ -1, CDK5 inh -0.6, NSD2 HMT inh -1, PKA-R1A activ -1, SR-BI DiI-HDL act 24 and MITF TRPM1 HTS 3.
Cn1nnnc1P(=O)(c1ccccc1)c1ccccc1 was read as SUMO Mot1 rescue -6, Arrestin-AP2 inh 3, dFosB act -7, SR-BI HDL uptake -15, Pemphigus Ab inh 102, PKA-R2B activ 6, CDK5 inh -0.4, NSD2 HMT inh 0, PKA-R1A activ 18, SR-BI DiI-HDL act 15 and MITF TRPM1 HTS 1.
For Cc1cccc(-n2ncc3c(NCc4cccs4)ncnc32)c1 the results were SUMO Mot1 rescue 41, Arrestin-AP2 inh -1, dFosB act -11, SR-BI HDL uptake 4, Pemphigus Ab inh 105, PKA-R2B activ -3, CDK5 inh 0.2, NSD2 HMT inh -7, PKA-R1A activ -7, SR-BI DiI-HDL act -4 and MITF TRPM1 HTS inconclusive.
CC1CC(C)CN(C(=O)CSc2ccsc2[N+](=O)[O-])C1 (stereo not drawn) was read as SUMO Mot1 rescue 26, Arrestin-AP2 inh 26, dFosB act -7, SR-BI HDL uptake 18, Pemphigus Ab inh 84, PKA-R2B activ 6, CDK5 inh -0.9, NSD2 HMT inh 2, PKA-R1A activ 4, SR-BI DiI-HDL act -18 and MITF TRPM1 HTS 9.
CNC(=S)NCc1ccc2[nH]c3c(c2c1)CCCC3 was read as SUMO Mot1 rescue 1, Arrestin-AP2 inh 4, dFosB act -8, SR-BI HDL uptake -22, Pemphigus Ab inh 101, PKA-R2B activ -3, CDK5 inh -1.8, NSD2 HMT inh 14, PKA-R1A activ -1, SR-BI DiI-HDL act 22 and MITF TRPM1 HTS 6.
For Cc1ccc(/C=N/NC(=O)CNC(=O)c2cccs2)o1 the results were SUMO Mot1 rescue 13, Arrestin-AP2 inh 51, dFosB act 6, SR-BI HDL uptake -4, Pemphigus Ab inh 96, PKA-R2B activ -6, CDK5 inh -2.1, NSD2 HMT inh -2, PKA-R1A activ -2, SR-BI DiI-HDL act 4 and MITF TRPM1 HTS 4.
`COc1ccccc1CNC(=O)CN1C(=O)NC2(CCCCCCC2)C1=O` gave Arrestin-AP2 inh -13, dFosB act -3, SR-BI HDL uptake -7, Pemphigus Ab inh 91, PKA-R2B activ -13, CDK5 inh -0.8, NSD2 HMT inh -1, PKA-R1A activ -1, SR-BI DiI-HDL act 7 and MITF TRPM1 HTS 7.
For Cc1cc(C)n(-c2ccc(NC(=O)C3CCCCN3C(=O)c3occc3C)cc2)n1 (stereo not drawn) the results were SUMO Mot1 rescue -8, Arrestin-AP2 inh 0, dFosB act -4, SR-BI HDL uptake 6, Pemphigus Ab inh 106, PKA-R2B activ 7, CDK5 inh 0.0, NSD2 HMT inh 0, PKA-R1A activ -6, SR-BI DiI-HDL act -6 and MITF TRPM1 HTS 22.
Cc1cccc(NS(=O)(=O)c2ccc(-c3cnc(C4CC4)o3)cc2)c1C was read as Arrestin-AP2 inh 1, dFosB act -6, SR-BI HDL uptake 10, Pemphigus Ab inh 102, PKA-R2B activ -19, CDK5 inh 1.1, NSD2 HMT inh 17, PKA-R1A activ -4 and MITF TRPM1 HTS -38.
COC(=O)Cn1ncn2c(cc3oc(C)cc32)c1=O was read as SUMO Mot1 rescue 221, Arrestin-AP2 inh -54, dFosB act 7, SR-BI HDL uptake -21, Pemphigus Ab inh 101, PKA-R2B activ -5, CDK5 inh 2.1, NSD2 HMT inh -5, PKA-R1A activ -4, SR-BI DiI-HDL act 21 and MITF TRPM1 HTS 37.
O=C(O)COc1ccccc1/C=N/NC(=O)CN1CCN(Cc2ccccc2Cl)CC1 was read as SUMO Mot1 rescue -18, Arrestin-AP2 inh -3, dFosB act -5, SR-BI HDL uptake 3, Pemphigus Ab inh 109, PKA-R2B activ 4, CDK5 inh -0.6, PKA-R1A activ 7, SR-BI DiI-HDL act -3 and MITF TRPM1 HTS -5.
Screening CCCNC(=O)CCNC(=O)[C@H](O)C(C)(C)CO returned Arrestin-AP2 inh -9, dFosB act 3, SR-BI HDL uptake -3, Pemphigus Ab inh 101, PKA-R2B activ -2, CDK5 inh -2.0, PKA-R1A activ 3, SR-BI DiI-HDL act 3 and MITF TRPM1 HTS 1.
For Cc1cc(C)n2cc(CSCc3ccco3)nc2n1 the results were SUMO Mot1 rescue -4, Arrestin-AP2 inh 7, dFosB act -7, SR-BI HDL uptake -4, Pemphigus Ab inh 109, PKA-R2B activ 11, CDK5 inh -0.2, NSD2 HMT inh 2, PKA-R1A activ 1, SR-BI DiI-HDL act 4 and MITF TRPM1 HTS 6.
`CC(C)(C)c1csc(NC(=O)c2ccc(Br)o2)n1` gave SUMO Mot1 rescue -9, Arrestin-AP2 inh -14, dFosB act -8, SR-BI HDL uptake 16, PKA-R2B activ 7, CDK5 inh 0.1, NSD2 HMT inh 5, PKA-R1A activ -8, SR-BI DiI-HDL act -16 and MITF TRPM1 HTS 65.
COc1cccc(N2CCN(Cc3nc(N)nc(Nc4ccccc4)n3)CC2)c1 was read as SUMO Mot1 rescue 1, Arrestin-AP2 inh 23, dFosB act -5, SR-BI HDL uptake -1, Pemphigus Ab inh 96, PKA-R2B activ -7, CDK5 inh -2.3, NSD2 HMT inh 12, PKA-R1A activ -10 and SR-BI DiI-HDL act 1.
